FadD28 FP inh: M. tuberculosis FadD28 bisubstrate binding inhibition; FadD28 bisubstrate probe binding, fluorescence polarization; inhibition, % at 12.5 µM; hit rate 0.22% among 360,000; AID 588549; in the data active = inhibition above about 8.5%, passing the limit was not always enough; inconclusive = no clear call, values can overlap the other calls
UGM FP inh: blocks M. tuberculosis UGM enzyme | P9WIQ1 | purified UGM, fluorescence polarization probe displacement | inhibition, % at 10 µM | hit rate 0.06% among 320,000; in the data active = inhibition above about 10%, passing the limit was not always enough; inconclusive = no clear call, values can overlap the other calls
Anthrax LF prot: anthrax lethal factor protease inhibition; inhibition, % at 10 µM; multiplex microsphere protease cleavage assay, LF; P15917; hit rate 0.12% among 360,000; note: plate controls were buffer without enzyme for full effect and enzyme alone for no effect
Target sequence (P15917 whole entry, looked up): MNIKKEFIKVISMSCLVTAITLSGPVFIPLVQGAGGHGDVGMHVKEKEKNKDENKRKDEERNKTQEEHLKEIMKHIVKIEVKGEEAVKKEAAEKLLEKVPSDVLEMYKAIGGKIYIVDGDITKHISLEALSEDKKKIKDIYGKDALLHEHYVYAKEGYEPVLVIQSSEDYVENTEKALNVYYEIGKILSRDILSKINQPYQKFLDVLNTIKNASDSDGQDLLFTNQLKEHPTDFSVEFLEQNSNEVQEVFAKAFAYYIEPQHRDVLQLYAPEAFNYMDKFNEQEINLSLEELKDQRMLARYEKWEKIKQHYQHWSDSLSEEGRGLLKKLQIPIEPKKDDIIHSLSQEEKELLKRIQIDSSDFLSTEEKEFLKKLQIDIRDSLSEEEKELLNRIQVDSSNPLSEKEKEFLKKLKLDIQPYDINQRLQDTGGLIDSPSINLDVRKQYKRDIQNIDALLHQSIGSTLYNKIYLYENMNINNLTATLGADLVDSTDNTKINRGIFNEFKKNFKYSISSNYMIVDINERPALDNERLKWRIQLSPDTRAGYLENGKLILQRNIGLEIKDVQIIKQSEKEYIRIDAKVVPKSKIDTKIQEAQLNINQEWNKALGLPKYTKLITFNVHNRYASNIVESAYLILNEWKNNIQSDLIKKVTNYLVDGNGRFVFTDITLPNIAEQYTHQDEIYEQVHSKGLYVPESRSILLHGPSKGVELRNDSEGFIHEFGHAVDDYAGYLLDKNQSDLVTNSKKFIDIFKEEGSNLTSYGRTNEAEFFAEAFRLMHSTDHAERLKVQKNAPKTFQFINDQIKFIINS
BoNT F protease: inhibitors of Botulinum neurotoxin F light chain protease; AID 588497; hit rate 0.22% among 360,000; inhibition, % at 10 µM; Multiplex microsphere protease cleavage assay, flow cytometry; in the data active = inhibition above about 35%, passing the limit was not always enough; inconclusive = no clear call, values can overlap the other calls; note: plate controls were buffer without enzyme for full effect and enzyme alone for no effect
GDH-TPI inh: GDH-TPI coupled enzyme inhibition counter-screen. hit rate 1.2% among 360,000. GDH-TPI coupled enzyme counterscreen, NADH absorbance. AID 588335. inhibition, % at 4.8 µM; in the data active = inhibition above about 30%;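 note: 0% = DMSO wells and 100% = wells lacking the enzyme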
PfHsp40 yeast: rescue of PfHsp40-mediated yeast toxicity; hit rate 0.68% among 340,000; S. cerevisiae expressing PfHsp40, growth rescue, ATP luminescence; growth rescue, % at 12.5 µM; in the data active = growth rescue above about 28%, passing the limit was not always enough; inconclusive = no clear call, values can overlap the other calls;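 note: yeast W303a lacking pdr1 and pdr3 grown in galactose medium; growth measured after three days at 30 °C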
BioA inh: BioA (M. tuberculosis) enzyme inhibition; purified M. tuberculosis BioA enzyme, plate reader; inhibition, % at 9.99 µM; hit rate 0.096% among 360,000; AID 602481; in the data active = inhibition above about 40%; inconclusive = no clear call, values can overlap the other calls
BoNT A protease: inhibitors of Botulinum neurotoxin A light chain protease; multiplex microsphere protease substrate cleavage, flow cytometry; inhibition, % at 10 µM; hit rate 0.17% among 360,000; AID 588499; note: plate controls were buffer without enzyme for full effect and enzyme alone for no effect
FBA Mtb inh: Mtb fructose-bisphosphate aldolase inhibition; P9WQA3; purified M. tuberculosis FBA, fluorescence read-out; inhibition, % at 1 µM; hit rate 2.3% among 360,000; in the data active = inhibition above about 27%;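 note: 0% = vehicle and 100% = reference inhibitor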
Starred values were filed as active, the others as inactive; ? = inconclusive; / = no result given; & = joins results of further samples. Cut-off read from the data, not from the text of the source, unless noted: active = inhibition above about 30%; inconclusive = no clear call, values can overlap the other calls; inactive = below that.

SMILES	FadD28 FP inh	UGM FP inh	Anthrax LF prot	BoNT F protease	GDH-TPI inh	PfHsp40 yeast	BioA inh	BoNT A protease	FBA Mtb inh
COc1ccc(C(=O)Nc2ccccc2N2CCOCC2)cc1Br	-1.1	0.2	0	-11	5	0.5	1.9	1.7	-5
Cc1ccc([C@@H]2[C@@H]3C(=O)N(C)C(=O)[C@@H]3[C@@H]3C(=O)Nc4ccccc4C(=O)N23)cc1	-0.4	0.0	2	6	5	6.2	-1.3	0.3	6
CC(C)c1ccc(C(O)c2cnc(C(C)C)n2C)cc1 (configuration not stated)	-2.9	0.3	-14	0	0	-0.2	-0.6	-0.3	-1
Cc1ccccc1C(=O)OC1CCCN(C)C1 (configuration not stated)	-0.5	0.2	1	-10	9	-0.3	-2.9	-3.9	-1
CCCCNC(=O)CSc1nc2cc3c(cc2c(=O)n1CCCC(=O)NCCc1ccc(OC)c(OC)c1)OCO3	-2.9	0.6	6	3	4	-0.5	/	0.4	1
CC1CCCCN1S(=O)(=O)c1ccc(N(C(=O)c2cnccn2)C(C(=O)NC2CCCC2)c2cccs2)cc1 (configuration not stated)	-1.3	0.3	-2	1	5	1.2	/	-0.3	2
CC(/C=C/c1ccco1)=N/NC(=O)c1ccccc1Cl	0.1	2.7	-8	0	32*	0.2	-0.9	1.5	-1
Cc1cccc(/C=C/c2ccccc2)n1	-1.6	/	-7	-62	9	/	0.6	-3.4	1
CN(C)S(=O)(=O)c1cccc(COC(=O)c2cc([N+](=O)[O-])ccc2N2CCOCC2)c1	-0.4	/	-2	9	10	-0.8	/	1.1	-2
CC(=O)c1ncnn1CC(=O)c1ccc(Cl)cc1Cl	1.0	1.1	2	-1	-6	-0.6	/	-1.8	-3
CCOc1cc(C)nc(N2CCC(C(=O)NCC3CCCO3)CC2)n1 (configuration not stated)	0.8	/	2	4	5	-1.8	-2.1	0.0	0
CCc1nnc(NC(=O)c2cc(S(=O)(=O)N(CC)CC)ccc2Cl)s1	1.5	-0.5	-6	-10	1	-1.3	-0.9	-1.3	2
CN(C(=O)c1cc(-c2ccc3c(c2)OCO3)on1)c1ccccc1	-1.4	-0.5	-4	10	3	-1.5	-0.6	-0.8	-2
COc1cccc(N2CCN(S(=O)(=O)c3ccc4c(c3)oc(=O)n4C)CC2)c1	-2.7	-1.7	-2	-3	-7	-1.2	1.2	-1.4	0
C=CCOCCN(C)C1=NS(=O)(=O)c2ccccc21	-1.7	3.3	1	-7	2	0.5	/	-0.1	2
CCN(CC(=O)NCCc1ccc(Cl)cc1)Cc1nc2ccccc2c(=O)[nH]1	-2.3	0.1	1	1	5	-0.2	/	-0.1	0
COc1ccccc1S(=O)(=O)Cc1ccc(C(=O)NC2CC2)o1	-1.9	1.1	3	3	16	-1.5	-1.2	1.3	-2
Cn1c(=O)c2c(ncn2CC(=O)OCC(=O)Nc2ccc(Cl)cc2Cl)n(C)c1=O	-2.8	-2.1	1	-1	-2	1.1	/	0.1	-1
O=C(COC(=O)c1ccc(S(=O)(=O)N2CCc3ccccc3C2)cc1)NC(=O)NCc1ccco1	-3.0	-0.8	-1	11	1	0.0	-4.3	-0.2	1
COc1cccc(NC(=O)CCC2CCN(C(=O)c3ccc(C(C)=O)s3)CC2)c1	-4.0	5.0	-2	-4	2	0.8	72*	0.8	-1
COc1ccccc1NS(=O)(=O)c1ccc(/C=C/C(=O)N2CCN(C(C)=O)CC2)cc1	-2.5	-2.8	-3	-1	3	1.0	1.0	-0.4	1
Clc1ccc(CO/N=C/c2cccs2)cc1	-3.7	-0.4	?	-23	2	0.2	-0.7	-5.4	1
O=C(Cc1ccccc1)Nc1ccc(-c2nnc(-c3ccco3)o2)cc1	-0.3	3.2	-2	-24	15	?	0.3	-1.4	51*
O=C(CCN1C(=O)/C(=C/c2ccc(F)cc2)SC1=S)N[C@@H](CO)Cc1ccccc1	-3.7	1.0	-1	-2	3	-1.0	-3.2	-1.0	-1
c1ccc(-c2nccc(-c3ccc4c(c3)OCO4)n2)cc1	-3.9	-3.0	-3	-5	3	6.4	0.1	0.1	11
CCCN1C2CCCC1CC(NC(=O)c1cccc([N+](=O)[O-])c1)C2 (configuration not stated)	/	-1.3	-32	-130	1	?	-1.8	-30	0
COc1ccccc1NC(=O)Cn1cnc2c(nnn2-c2ccc(C)cc2)c1=O	1.1	-0.8	-1	3	3	-0.6	/	0.3	-5
C=CCNC(=S)N1CCN(CCNC2=CC(=O)CC(C)(C)C2)CC1	-2.3	-4.1	-8	?	-2	-1.0	/	-5.7	-2
CCOc1ccc(NC(=O)CCN2C(=O)c3cccc([N+](=O)[O-])c3C2=O)cc1	-0.8	0.2	-9	?	9	-0.8	-1.7	-4.6	4
O=C1c2cccnc2C(O)N1Cc1ccc(F)cc1 (configuration not stated)	-1.4	-2.1	-5	1	4	-0.7	/	0.2	-2
CCOC(=O)C1=CCN(S(=O)(=O)c2ccccc2Cl)C1c1ccccc1 (configuration not stated)	-2.0	/	-7	0	/	/	-5.8	-0.2	-1
CC1CCCN(C(=O)c2cc3c(=O)n4ccccc4nc3s2)C1 (configuration not stated)	-0.9	1.0	-1	-7	20	0.7	0.0	-0.9	59*
C/C(=N\NC(=O)CN1CCCCC1)c1ccccc1O	1.3	1.7	1	-1	6	-0.6	-1.5	5.0	1
O=C(NC1CCN(C(=S)NCCc2ccccc2)CC1)C1CC1	-4.3	-1.1	-6	-7	-4	0.0	/	-1.3	-1
CCN(CC)Cc1nc2c(c(=O)[nH]1)C(CC)(CC)Cc1ccccc1-2	0.4	0.8	/	/	11	-0.2	-0.3	/	3
O=C(Nc1ccc(NC(=O)c2cccs2)cc1)c1cccnc1	-0.9	-2.5	-6	3	3	1.1	/	-0.1	0
CC(C)(C)C(=O)Nc1c2c(nc3c1CCC3)CCCC2	-0.9	-3.0	-1	-2	5	-1.1	0.3	-0.5	-2
CCOc1ccc(N(CC(=O)Nc2ccc(C)cc2)S(C)(=O)=O)cc1	-2.1	0.3	-1	2	-8	-0.6	0.2	-2.5	2
C/C(=N\NC(=O)C(=O)Nc1c(C)n(C)n(-c2ccccc2)c1=O)c1ccncc1	-0.7	-1.9	0	3	11	1.0	/	0.5	-2
CCOC(=O)c1cc2c(ccn2C)n1Cc1ccc(Cl)cc1	1.9	-5.2	4	-4	3	1.5	/	0.0	9

An excerpt from above in order of SMILES length, largest number first.
SMILES	FadD28 FP inh	UGM FP inh	Anthrax LF prot	BoNT F protease	GDH-TPI inh	PfHsp40 yeast	BioA inh	BoNT A protease	FBA Mtb inh
C/C(=N\NC(=O)C(=O)Nc1c(C)n(C)n(-c2ccccc2)c1=O)c1ccncc1	-0.7	-1.9	0	3	11	1.0	/	0.5	-2
CCN(CC)Cc1nc2c(c(=O)[nH]1)C(CC)(CC)Cc1ccccc1-2	0.4	0.8	/	/	11	-0.2	-0.3	/	3
CC1CCCN(C(=O)c2cc3c(=O)n4ccccc4nc3s2)C1 (configuration not stated)	-0.9	1.0	-1	-7	20	0.7	0.0	-0.9	59*

Further entries follow:
SMILES	FadD28 FP inh	UGM FP inh	Anthrax LF prot	BoNT F protease	GDH-TPI inh	PfHsp40 yeast	BioA inh	BoNT A protease	FBA Mtb inh
CCc1nc(CNC(=O)C2CCC(=O)N(CCc3ccc(OC)cc3)C2)cs1 (configuration not stated)	-0.5	-0.4	-2	-1	5	0.5	-0.1	-0.5	2
C=CCNC(=O)c1cc(Cl)ccc1[N+](=O)[O-]	-1.3	0.0	-2	-4	5	-0.6	-0.1	-0.3	2
CCCCOC(=O)Cn1c(=O)oc2ccc(C)cc21	-2.1	-0.3	3	-2	6	0.4	-1.7	0.0	-3
O=C(NNC(=O)C1CCN(S(=O)(=O)c2ccc(Cl)cc2)CC1)c1ccc(Cl)cc1	-0.7	-1.0	-3	-2	6	-0.1	-0.8	-0.1	9
CC(C)(C)Nc1nc(N)nc(Cl)n1	-3.8	0.4	-3	0	-3	-1.1	/	-1.0	0
Cc1c(C(=O)O)sc2ncnc(N3CCCCC3C)c12 (configuration not stated)	-4.2	-0.8	2	-5	8	0.8	-1.1	-0.1	-1
Cc1csc(-c2cc(C(=O)NCc3cc(C(F)(F)F)cc(C(F)(F)F)c3)n[nH]2)c1	0.2	/	0	-4	21	/	-3.6	-0.4	2
COc1ccc([C@H]2N[C@]3(CCCN(CC4CCCCC4)C3=O)[C@H]3C(=O)N(C)C(=O)[C@@H]23)cc1	-0.1	/	-2	-8	2	/	-0.6	-1.1	-1
Cc1ccc(NC(=O)NCc2ccccn2)cc1Cl	-3.5	0.2	-3	-11	-4	0.7	1.0	-0.5	-1
COc1ccc(S(=O)(=O)N2CCC(C)CC2)cc1Br	-1.5	0.2	0	0	-1	0.9	0.4	1.4	-3
O=C(O)c1cc2nc(-c3ccccc3)cc(-c3ccccc3)n2n1	-5.4	3.7	-8	-4	-4	-0.5	/	-0.4	1
COc1ccccc1NS(=O)(=O)c1cc(NC(=O)CNC(=O)c2cc(C)cc(C)c2)ccc1C	-4.5	-0.5	-2	-1	-6	-0.6	-1.0	-0.4	-3
COc1ccc(C(c2sc3nc(C)nn3c2O)N2CCC3(CC2)OCCO3)cc1 (configuration not stated)	0.5	0.1	2	-1	4	-1.9	-0.6	1.4	-1
COc1ccc(NC(=O)c2cc3c(COC(C)=O)cnc(C)c3oc2=Nc2cccc(C(=O)O)c2)c(OC)c1	0.4	1.4	-8	6	5	2.8	-0.4	-4.3	3
COc1ccc(-c2nnn(CC(=O)N(CC(=O)NCCC(C)C)c3ccccc3)n2)cc1OC	-1.4	1.9	3	5	5	0.5	0.0	3.0	3
CCOc1ccc(C(=O)O)cn1	-5.0	-0.6	-1	7	-16	-0.4	-0.4	0.1	-1
Cc1ccc(C)c(NC2=NS(=O)(=O)c3ccccc32)c1	-5.0	0.5	-2	-2	-2	-0.7	1.3	-0.4	-4
COC(=O)c1ccc(-n2cncn2)c(F)c1	-0.4	-4.4	-1	-2	5	-0.3	-1.1	?	1
O=C(CCS(=O)(=O)c1cccs1)Nc1ccc(C(=O)NC2CCN(Cc3ccccc3)CC2)cc1	-1.4	6.2	0	2	1	-0.2	-0.2	-0.5	0
COc1ccc2ccccc2c1CN1CCN(C)CC1	-1.8	-0.2	-17	7	6	-0.2	0.6	?	2
N#Cc1nc(COc2ccccc2)oc1N1CCCC1	-1.1	-0.4	-1	-3	2	5.5	0.5	-0.5	3
CC(C)COC(=O)N(C)C[C@@H]1OCc2cnnn2CCCC(=O)N([C@@H](C)CO)C[C@@H]1C	0.4	/	-8	0	7	/	-0.7&-1.5&-0.9	-0.4	3
CC(=O)NC1(C2CCCCC2=O)CCCCC1 (configuration not stated)	1.7	1.0	-4	-4	8	1.1	/	-0.4	0
CC1(S(=O)(=O)O)CC(=O)c2ccccc2C1=O (configuration not stated)	-0.5	-2.2	-5	-4	11	3.5	-0.5	0.9	-1
O=C1CC[C@@H](CN(Cc2ccccc2)Cc2cn[nH]c2-c2cc3ccccc3o2)N1	-2.0	0.4	-4	1	-1	1.4	6.4	-0.5	1
Cc1cc(C)cc(NC(=O)Nc2ccc(Cl)cn2)c1	-3.6	-1.8	-1	-1	4	0.7	6.9	-0.4	-1
Clc1ncc(CSc2ccccc2)s1	-2.1	1.6	-4	-2	7	0.2	-3.0	0.4	3
C/C(=N\NC(=O)C(=O)Nc1cccc(C(F)(F)F)c1)c1ccc(Cl)s1	1.2	-0.1	12	2	2	1.7	6.7	-0.2	2
COc1cccc(C(=O)NCC(C)(C)SCc2ccc(F)cc2)c1	-1.3	1.9	4	-6	1	/	-1.5	0.0	-2
COc1ccc(N(C)C(=O)CCC(=O)Nc2ccc3nc(N4CCOCC4)cc(C)c3c2)c(OC)c1	-1.8	-0.1	-2	-2	6	-0.3	1.1	-0.2	14
Cc1ccc(C(=O)OCc2nc3ccccc3s2)o1	-4.4	0.0	2	-8	1	0.6	/	-0.8	0
COc1ccccc1C1CCN(Cc2c(C)[nH]c3ccccc23)CC1	-2.8	-0.3	/	/	-5	-1.2	0.3	/	-2

Screens (PubChem BioAssay)
